Compound activity as filed in PubChem.
GLP1R cytotox: qHTS of GLP-1 Receptor Inverse Agonists: Cytotox Screen; HEK293 cAMP-luciferase reporter cells, luminescence, 24 h; Potency, µM (top dose mostly 38.3 µM), for the others: at the highest dose activity change, negative = inhibition, most hits filed as inhibitors; 0.13% of 410,000 active;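 further: loss of luciferase light is scored as toxicity; potency means the concentration at half of the fitted maximal effect; on the % scale 0 is the no-effect control and ±100 the full control effect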
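A 23 nL compound transfer followed 12 hours of cell culture at 37 deg C; exposure then lasted 24 hr. Luciferase assay detection reagent was dispensed and plates read for luminescence after a 12 min room-temperature wait.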
EPAC1 antag: qHTS for Antagonist of cAMP-regulated guanine nucleotide exchange factor 3 (EPAC1): primary screen; Potency, µM (titrated, usually from 115 µM), for inactives: at the highest dose activity change, negative = inhibition, most hits filed as inhibitors; 0.14% of 360,000 active; AID 720709, 2013; EPAC1 GEF assay, Rap1b-BODIPY-GDP exchange fluorescence; Rap guanine nucleotide exchange factor 3 (Homo sapiens), O95398;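 further: potency means the concentration at half of the fitted maximal effect; plate controls were vehicle for no effect and positive control for full effect; nearly all actives have a fitted effect of over 50% in size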
GLP-1R agonist: qHTS of GLP-1 Receptor Agonists; Glucagon-like peptide 1 receptor (Homo sapiens), P43220; HEK293 GLP-1R CRE-luciferase, luminescence, 4-6 h; cells express a hypersensitive GLP-1R form; Potency, µM (top dose mostly 45.6 µM), inactives show top-dose activation, hits mostly activators; 0.007% of 380,000 active; AID 624172, 2012; further: potency means the concentration at half of the fitted maximal effect; % of control where 0% means no effect
Target sequence (P43220 whole entry, looked up): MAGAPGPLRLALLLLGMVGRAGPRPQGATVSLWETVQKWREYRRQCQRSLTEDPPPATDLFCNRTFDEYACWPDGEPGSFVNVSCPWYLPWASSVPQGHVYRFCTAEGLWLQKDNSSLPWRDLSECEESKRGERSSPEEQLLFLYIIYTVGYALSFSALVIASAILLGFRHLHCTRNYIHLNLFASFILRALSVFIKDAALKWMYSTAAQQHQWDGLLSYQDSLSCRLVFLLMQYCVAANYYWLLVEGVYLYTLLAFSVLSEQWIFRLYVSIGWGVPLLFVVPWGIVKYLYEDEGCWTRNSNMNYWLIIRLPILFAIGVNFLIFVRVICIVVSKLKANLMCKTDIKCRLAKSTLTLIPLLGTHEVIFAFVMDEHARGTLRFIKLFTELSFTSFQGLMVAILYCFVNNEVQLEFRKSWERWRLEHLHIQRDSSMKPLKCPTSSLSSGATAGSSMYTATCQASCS
PLK1 PBD inh: qHTS for Inhibitors of PLK1-PDB (polo-like kinase 1 - polo-box domain): Primary Screen. Plk1 PBD binding of FITC phosphopeptide, fluorescence polarization. Potency, µM, inactives show max response, negative = inhibition, actives largely listed as inhibitors. 2.8% of 360,000 active; further: potency means the concentration at half of the fitted maximal effect; series mostly up to about 57 µM; on the % scale 0 is the no-effect control and ±100 the full control effect; nearly all actives have a fitted effect of over 65% in size
Target sequence (P53350 whole entry, looked up, the tested form may be a part): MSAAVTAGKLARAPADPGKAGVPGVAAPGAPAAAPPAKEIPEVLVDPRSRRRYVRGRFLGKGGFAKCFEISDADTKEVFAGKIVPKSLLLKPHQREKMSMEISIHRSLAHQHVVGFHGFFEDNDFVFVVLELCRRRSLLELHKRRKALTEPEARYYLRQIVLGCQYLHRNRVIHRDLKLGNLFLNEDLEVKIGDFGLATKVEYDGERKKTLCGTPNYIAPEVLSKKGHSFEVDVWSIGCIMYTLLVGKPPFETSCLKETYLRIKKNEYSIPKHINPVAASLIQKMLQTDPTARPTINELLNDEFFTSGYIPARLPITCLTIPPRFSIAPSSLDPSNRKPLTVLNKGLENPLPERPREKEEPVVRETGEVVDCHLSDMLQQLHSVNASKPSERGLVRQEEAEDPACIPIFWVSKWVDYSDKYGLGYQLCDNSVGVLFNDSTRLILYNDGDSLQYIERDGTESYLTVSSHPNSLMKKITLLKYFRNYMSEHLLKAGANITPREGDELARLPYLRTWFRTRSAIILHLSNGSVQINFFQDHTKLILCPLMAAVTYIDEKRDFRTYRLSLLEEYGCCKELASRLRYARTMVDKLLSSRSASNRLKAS
IL2 activator: qHTS of IL-2 Activators. IL-2 activation reporter assay, cell-based qHTS; stimulated with anti-CD3/CD4/CD28 beads; in transgenic mouse T cells. 0.065% of 360,000 active. activation, % (series mostly up to about 46 µM); in the data active means activation above about 50%; inconclusive means mostly about 30% to 49%; further: 0% is about no effect
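First, unstimulated transgenic mouse T cells were exposed to compound for 60 min. Next, anti-CD3/anti-CD4-coated beads with anti-CD28 were added. Finally, after 18 h at 37 degrees C, EGFP and DsRed were imaged.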
GLP-1R inv ag: qHTS of GLP-1 Receptor Inverse Agonists (Inhibition Mode); 1.6% of 410,000 active; HEK293 GLP-1R CRE-luciferase, luminescence, 24 h; GLP-1R form is constitutively active; Glucagon-like peptide 1 receptor (Homo sapiens), P43220; Potency, µM (top dose mostly 38.3 µM), inactives show at the top dose activity change, negative = inhibition, most hits filed as inhibitors; further: potency means the concentration at half of the fitted maximal effect; on the % scale 0 is the no-effect control and ±100 the full control effect; nearly all actives have a fitted effect of over 55% in size
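GLP-1R inverse agonism mode: basal reporter luminescence in engineered HEK293 cells measured after one day of compound exposure at 37 deg C, with a 12 min room-temperature detection step.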
PTHR1 agonist: qHTS for PTHR1 Agonists: Primary Screen; AID 743266, 2014; Potency, µM (titrated, usually from 115 µM), inactives show top-dose activation, usual class: activators; Parathyroid hormone/parathyroid hormone-related peptide receptor (Homo sapiens), Q03431; 0.075% of 410,000 active; HEK293 GP2 PTHR1 cells, GloSensor cAMP luminescence, 1 h; further: potency means the concentration at half of the fitted maximal effect; nearly all actives have a fitted effect of over 55% in size; some results filed as inactive show a strong effect at the top dose; inactives centre near -15; many of its hits are not listed in these tables
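HEK-293-derived GP2 cells expressing PTHR1 and a GloSensor cAMP reporter, 3,000/well, plated overnight, given luciferin plus IBMX (each 0.5 mM as added) for 1 h at 37 °C, then compound for 1 h at 37 °C. Luminescence was read after 15 min at room temperature.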
PI5P4Ka inh: qHTS for Inhibitors of phosphatidylinositol 5-phosphate 4-kinase (PI5P4K); Phosphatidylinositol 5-phosphate 4-kinase type-2 alpha (Homo sapiens), P48426; PI5P4Kalpha enzyme, ADP-Glo luminescence, 60 min; hits give low values; max response, %; 1.2% of 330,000 active; AID 652105, 2013; active means max response of -50% or lower; inconclusive means between -30% and -50%; inactive means -30% or higher; further: value at the top dose of about 77 µM; on the % scale 0 is the no-effect control and ±100 the full control effect
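PI5P4Kalpha ADP-Glo assay; 5 microM ATP final; 60 min RT reaction; HEPES pH 7.4/EGTA/CHAPS, 5% DMSO; controls lacking substrate or enzyme; luminescent end-point.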
EPAC1 agonist: qHTS for Agonist of cAMP-regulated guanine nucleotide exchange factor 3 (EPAC1): primary screen; Rap guanine nucleotide exchange factor 3 (Homo sapiens), O95398; EPAC1 agonist qHTS, biochemical assay; response scale: 100% = response to 6.5 mM cAMP; Potency, µM (top dose mostly 154 µM), without a hit: at the highest dose activation, usual class: activators; 0.073% of 360,000 active; further: potency means the concentration at half of the fitted maximal effect; nearly all actives have a fitted effect of over 60% in size
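Multi-concentration qHTS readout: loss of Rap1B-bound BODIPY-GDP fluorescence driven by 100 nM EPAC1 with excess GDP (50 uM), monitored kinetically at room temperature; agonist response expressed relative to 6.5 mM cAMP.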
* hit, by the source's call; i = inactive; u = inconclusive; x = not tested or not shown; [ ] = dose if it differs, or a comment. Unless noted, the call rests on the fitted dose curve; in most records, active means well fitted curve in the direction sought with a large enough effect; inconclusive means small, poorly fitted or top-dose-only effect, or another doubt; inactive means no such curve, though single readings can be large; an effect the other way counts as inactive or inconclusive. Some of the compounds tested (hit frequency here may not be typical).

SMILES	GLP1R cytotox	EPAC1 antag	GLP-1R agonist	PLK1 PBD inh	IL2 activator	GLP-1R inv ag	PTHR1 agonist	PI5P4Ka inh	EPAC1 agonist
CCOC(=O)Cn1c(=O)n(Cc2ccc(OC)cc2)c(=O)c2cccnc21	1%	-13%	28%	-11%	-0.5	28%	-17%	-1	16%
CCOc1ccc(NS(=O)(=O)CC23CCC(CC2=O)C3(C)C)cc1 (stereo not drawn)	-12%	-7%	7%	-1%	1.4	0%	i	x	0%
Cc1cc(C)c(C(O)c2ncc(-c3cccc4ccccc34)[nH]2)c(C)c1 (stereo not drawn)	-1%	-16%	-8%	-10%	-0.4	u	-76%[inhibitor]	8	-2%
COc1ccccc1CNC(=O)c1ccccc1N(C)S(C)(=O)=O	4%	2%	-16%	-6%	-1.1	2%	-15%[57.5 µM]	x	-8%
NC(=O)C(c1ccccc1)c1ncc(C(F)(F)F)cc1Cl (stereo not drawn)	0%	-1%	2%	-3%	-3.9	0%	6%[57.5 µM]	-1	4%
COc1ccc(CNC(=O)c2ccc[nH]2)cc1Cl	8%	2%	4%	-2%	-6.0	1%	i	0	-5%
C=CCn1c(SCCN2CCCC2)nc2c([nH]c3ccccc32)c1=O	0%	19%	6%	-9%	-2.2	195%[activator]	-6%	1	8%
NS(=O)(=O)c1ccc(CNC(=O)c2cc(-c3cccs3)nc3ccccc23)cc1	u	-7%	-2%	-5%	-1.0	u	-6%	5	4%
O=C(COC(=O)c1sc2cc(F)ccc2c1Cl)Nc1ncc(Cl)cc1Cl	-4%	-6%	-1%	-7%	-1.8	-22%	-12%	1	0%
Cn1c(=O)c2cc(S(=O)(=O)NCCC(=O)Nc3ccc(Cl)cc3)ccc2n(C)c1=O	-21%	-2%	-2%	-1%	-1.6	0%	i	x	-7%
Cc1ccccc1C(=O)N1CCC(C(=O)Nc2cc(C(F)(F)F)ccc2N2CCCC2)CC1	6%	-2%	-13%	-6%	0.1	-24%	i	-5	1%
COc1cccc(/C=C/C(=O)OCC(=O)c2c[nH]c3ccccc23)c1	4%	29%	2%	1%	0.6	-11%	-29%	0	-4%
Cc1cccc(NC(=O)COC(=O)c2ccccn2)c1	3%	6%	13%	-9%	-0.5	-6%	-17%	-25	9%
COc1ccc(NC(=O)CN(C)CC(=O)Nc2ccc(N3CCOCC3)cc2)c([N+](=O)[O-])c1	-20%	2%	19%	2%	-1.0	33%[activator]	i	6	6%
COc1ccc2nc(N3C(=O)CNC3=S)sc2c1	7.9µM*	4%	0%	-1%	-3.1	u	-15%	-22	4%
Cc1ccccc1-n1cnc2c(sc3nc(N4CCOCC4)c4c(c32)CCCC4)c1=O	7%	-5%	19%	-7%	-1.2	u	i	-3	7%
O=C(OC1CSc2nc3ccccc3n2C1)c1ccco1 (stereo not drawn)	-18%	-7%	-7%	-6%	0.9	0%	-18%[57.5 µM]	-2	0%
COC(=O)c1ccc(Cn2c(C)cc(C)[n+]2C)o1	-16%	5%	-1%	-11%	-1.8	3%	i	-11	-11%
Cc1[nH][nH]c(=O)c1C(c1ccc(Br)cc1)c1c(C)[nH][nH]c1=O	-12%	-5%	-4%	u	-4.1	12%	25%	-1	0%
Cc1oc(-c2cccc(Cl)c2)nc1CS(=O)(=O)CC(=O)NC1CC1	1%	-22%	4%	-20%	-1.9	11%	-12%	4	-7%
C=CCn1c(SCC(=O)NC2CCCC2)nnc1-c1cccnc1	1%	-17%	-7%	-9%	-2.2	0%	i	3	8%
CCOc1ccc(NC(=O)/C=C/c2ccccc2)c([N+](=O)[O-])c1	-1%	6%	1%	-16%	3.1	8%	i	-2	12%
O=C(CC12CC3CC(CC(Br)(C3)C1)C2)NC1=NCCS1	10%	-1%	-5%	-6%	0.1	8%	i	9	-5%
CCOC(=O)CNC(=O)c1ccc2[nH]c3c(c2c1)CCCC3	14%	9%	8%	-4%	2.2	3%	-15%[57.5 µM]	x	6%

Looked up one by one from above, six records:
SMILES	GLP1R cytotox	EPAC1 antag	GLP-1R agonist	PLK1 PBD inh	IL2 activator	GLP-1R inv ag	PTHR1 agonist	PI5P4Ka inh	EPAC1 agonist
COc1ccccc1CNC(=O)c1ccccc1N(C)S(C)(=O)=O	4%	2%	-16%	-6%	-1.1	2%	-15%[57.5 µM]	x	-8%
C=CCn1c(SCC(=O)NC2CCCC2)nnc1-c1cccnc1	1%	-17%	-7%	-9%	-2.2	0%	i	3	8%
CCOc1ccc(NS(=O)(=O)CC23CCC(CC2=O)C3(C)C)cc1 (stereo not drawn)	-12%	-7%	7%	-1%	1.4	0%	i	x	0%
C=CCn1c(SCCN2CCCC2)nc2c([nH]c3ccccc32)c1=O	0%	19%	6%	-9%	-2.2	195%[activator]	-6%	1	8%
Cc1cccc(NC(=O)COC(=O)c2ccccn2)c1	3%	6%	13%	-9%	-0.5	-6%	-17%	-25	9%
Cn1c(=O)c2cc(S(=O)(=O)NCCC(=O)Nc3ccc(Cl)cc3)ccc2n(C)c1=O	-21%	-2%	-2%	-1%	-1.6	0%	i	x	-7%

The listing continues.
SMILES	GLP1R cytotox	EPAC1 antag	GLP-1R agonist	PLK1 PBD inh	IL2 activator	GLP-1R inv ag	PTHR1 agonist	PI5P4Ka inh	EPAC1 agonist
Cc1ccc2c(cnn2C(=O)CCC(=O)NC2CCCC2)c1	1%	0%	-7%	-17%	-0.7	8%	-17%	2	-4%
COc1ccc(-c2nnc(SCCc3ccccc3)n2N)cc1	16%	-19%	6%	-11%	-0.3	-1%	-1%	6	0%
Nc1cc(=O)[nH]c(SCCSc2ccc(F)cc2)n1	7%	-11%	12%	-10%	0.3	31%[activator]	-2%	-3	1%
COc1ccc(C(=O)c2nc3c(n2O)CCCCC3)cc1	35%	7%	-11%	2%	7.0	-13%	i	6	1%
CCCN1Cc2cccc(C(=O)NCc3ccccc3)c2C1=O	22%	-2%	37%	-2%	-1.5	0%	6%[57.5 µM]	x	4%
CCOC(=O)c1sc(-c2ccccc2)cc1N	2%	0%	8%	1%	-0.3	-9%	-7%[57.5 µM]	-1	0%
CCCCC(=O)NC(NC(=O)CCCC)c1ccc(OCCC)c(OC)c1	62%[activator]	-24%	27%	-6%	4.0	13%	-23%	-2	-1%
FC(F)(F)c1ccccc1NC(=S)NN=C1CCCCCC1	u	4%	-11%	0%	-0.9	-13%	-60%[inhibitor]	-14	3%
CC(C)n1ncc2c(C(=O)Nc3ccc(S(C)(=O)=O)cc3)cc(C3CC3)nc21	-10%	-8%	7%	-7%	0.9	-17%	-21%	2	-2%
Cc1ccccc1-c1cc(C(=O)NCc2cccc(C(F)(F)F)c2)nn1CC1CC(c2cccc([N+](=O)[O-])c2)=NO1 (stereo not drawn)	4%	3%	-1%	0%	-2.7	-25%	-16%	12	5%
COc1ccc(-c2noc(CN(C)S(=O)(=O)c3ccc(C)cc3)n2)cc1	3%	-3%	-3%	-7%	-0.3	u	-38%[inhibitor]	-1	18%
O=C(NCc1cccnc1)NC1(c2ccccc2)CC1	13%	9%	9%	-5%	0.6	2%	20%	7	7%

Overlap with the part before: two entries, then new ones.
SMILES	GLP1R cytotox	EPAC1 antag	GLP-1R agonist	PLK1 PBD inh	IL2 activator	GLP-1R inv ag	PTHR1 agonist	PI5P4Ka inh	EPAC1 agonist
COc1ccc(-c2noc(CN(C)S(=O)(=O)c3ccc(C)cc3)n2)cc1	3%	-3%	-3%	-7%	-0.3	u	-38%[inhibitor]	-1	18%
O=C(NCc1cccnc1)NC1(c2ccccc2)CC1	13%	9%	9%	-5%	0.6	2%	20%	7	7%
OC(c1ccc(F)c(F)c1)c1nc(-c2cccc3cccnc23)cs1 (stereo not drawn)	0%	-22%	29%	-5%	-0.1	-8%	i	2	6%
CCNS(=O)(=O)c1ccc(C(=O)OCc2cc(=O)oc3cc(OC)ccc23)cc1	-5%	-9%	12%	-6%	-2.0	6%	i	-18	2%
Cc1nnc2ccc(-c3cccc(NC(=O)c4ccco4)c3)nn12	-2%	-2%	11%	-5%	-1.0	155%[activator]	-9%	2	4%
CCc1ccc(OCC(=O)Nc2ccc3oc(=O)ccc3c2)cc1	5%	-7%	13%	-3%	2.0	13%	i	-7	-1%
CSCCC(NC(=O)c1ccccc1Br)C(=O)NNC(=O)c1ccco1 (stereo not drawn)	17%	-2%	-8%	-16%	-0.6	9%	12%	1	3%
COc1ccc(C2OC(=O)CC2C(=O)NCc2ccccc2Cl)cc1OC (stereo not drawn)	-13%	1%	-2%	-14%	-2.0	0%	u	-4	4%
CCC/C=C1/CCCOC(C(=O)NCCNCCO)(C(F)(F)F)C1 (stereo not drawn)	3%	-2%	3%	3%	0.5	18%	-26%	7	-9%
CCOc1ccc(S(=O)(=O)N2CCCCC2)cc1NC(=O)Cc1cccc(C(F)(F)F)c1	-4%	-13%	-6%	-8%	-1.0	-13%	-24%	-5	-4%
CC1(C(=O)NCc2ccccc2Br)CCN1Cc1ccc(-c2ccccc2)o1 (stereo not drawn)	-5%	-12%	9%	-15%	0.1	u	-11%	2	15%
C[C@H](CO)N1C[C@H](C)[C@@H](CN(C)Cc2ccncc2)Oc2c(NC(=O)CCC(F)(F)F)cccc2C1=O	-5%	-10%	15%	-10%	-0.3	-9%	-21%	0	-1%
Cn1nc(-c2ccccc2)cc1NC(=O)CCCC(=O)O	5%	-7%	-3%	3%	-0.7	-4%	-14%	5	-3%
